S aureus QS inh: blocks AIP-induced quorum sensing reporter in S. aureus. S. aureus RN6390 RNAIII-GFP reporter, flow cytometry 3 h. inhibition, % at 2 µM. 24,000 compounds, 0.3% hits. AID 527;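 active means share of bacteria positive for the green fluorescent reporter and its mean brightness both inhibited by 50% or more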;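 further: 0% = AIP-stimulated control and 100% = unstimulated bacteria without AIP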
S aureus QS inh GFP MFI %: second read-out of S aureus QS inh, no call of its own (marks repeat the call); inhibition, %; measured here: inhibition of GFP MFI
The depositor's hits bear a star.

Value order – S aureus QS inh GFP MFI %, S aureus QS inh
> O=C(c1cccn2c(=O)c3ccccc3nc12)N1CCN(Cc2ccc3c(c2)OCO3)CC1
→ 11, 6
> COC(=O)c1cc(NC(=O)c2nccnc2C(=O)O)cc(C(=O)OC)c1
→ 5, 3
> CC(=O)Nc1cc(C(=O)O)ccc1S(=O)(=O)c1ccc(C)cc1
→ 9, -2
> CCC(C)n1[nH]c(=O)c2c(C)cc(C)nc21 (stereo not drawn)
→ -3, -2
> CCOc1ccc(C2CC(c3ccccc3C)n3nc(N)nc3N2)cc1 (stereo not drawn)
→ -1, -1
> O=C(C(Cc1ccccc1)n1cccc1)N1CCN(Cc2ccccc2)CC1 (stereo not drawn)
→ 69, 32
> COc1ccc(S(=O)(=O)Nc2c(C)ccc3nsnc23)cc1OC
→ -8, -4
> CCCCN(C)C(=O)c1cn(CC)c2ccc(S(=O)(=O)N(C)C)cc2c1=O
→ 20, 0
> O=C(CN1CCN(S(=O)(=O)c2ccc(F)cc2)CC1)Nc1ccccc1F
→ 16, 12
> O=C1CCc2cc(S(=O)(=O)NC(Cc3ccccc3)C(=O)NC3CCCCC3)ccc2N1 (stereo not drawn)
→ 10, 4
> Cc1[nH]nc2c1C(c1ccccc1)C1=C(CC(C)(C)CC1=O)N2 (stereo not drawn)
→ 8, 5
> Cc1ccc(CNC(=O)Cn2c(=O)oc3ccccc32)o1
→ -6, 0
> COc1ccc(C(=O)NCCn2cc(SCC(=O)Nc3nnc(C)s3)c3ccccc32)cc1
→ 78, 3
> Cc1ccnc(NC(=O)CCC(=O)N(CC(=O)NC2CCCCC2)c2cccc(C)c2C)c1
→ 12, 2
> O=C(CN1CCN(S(=O)(=O)c2ccc(F)cc2)CC1)Nc1cccc(C(F)(F)F)c1
→ 35, 4
> COc1ccc(Cl)cc1Nc1nc(NCCO)nc(N2CCCC2)n1
→ 8, 1
> CC(=O)c1cc(C#N)c(SCC(=O)OC(C)C)nc1C
→ -3, 0
> CN(CC(=O)N1CCN(c2ccccn2)CC1)S(=O)(=O)c1ccc2ccccc2c1
→ 3, 1
> COCCNC(=O)C(c1ccc(C)o1)N(Cc1cccs1)C(=O)c1snc(C(N)=O)c1N (stereo not drawn)
→ 5, 7
> COc1cc(C(=O)OCn2nnc3ccccc3c2=O)cc(OC)c1OC
→ 14, -1

An excerpt from above in order of the S aureus QS inh value, descending:
Value order – S aureus QS inh GFP MFI %, S aureus QS inh
> O=C(C(Cc1ccccc1)n1cccc1)N1CCN(Cc2ccccc2)CC1 (stereo not drawn)
→ 69, 32
> Cc1[nH]nc2c1C(c1ccccc1)C1=C(CC(C)(C)CC1=O)N2 (stereo not drawn)
→ 8, 5
> COc1ccc(Cl)cc1Nc1nc(NCCO)nc(N2CCCC2)n1
→ 8, 1

Next section.
Value order – S aureus QS inh GFP MFI %, S aureus QS inh
> CC1C/C=C/C=C/C=C/C=C/C(O[C@@H]2O[C@H](C)[C@@H](O)[C@H](N)[C@@H]2O)CC2OC(O)(CC(O)CC3OC3/C=C/C(=O)O1)CC(O)C2C(=O)O (stereo partly drawn)
→ 3, 0
> CCOC(=O)N1CCC(NC(=O)CCN2C(=O)COc3ccccc32)CC1
→ 0, -1
> O=C(O)C1CCN(C(=O)NC2CCCCC2)CC1
→ 15, 1
> O=C(Oc1ccc(Cl)c2cccnc12)N1CCOCC1
→ 25, 9
> O=C(NC1CCCCCCC1)C1CCC(CNc2c(N3CCCC3)c(=O)c2=O)CC1 (stereo not drawn)
→ -3, -2
> Cc1ccc(S(=O)(=O)NCC(c2cccnc2)N(C)C)cc1 (stereo not drawn)
→ -8, -1
> O=C(C1CCN(S(=O)(=O)N2CCOCC2)CC1)N1CCN(Cc2ccc3c(c2)OCO3)CC1
→ -9, -2
> Cc1ccc(S(=O)(=O)NCC2CCC(C(=O)NCCCN3CCOCC3)CC2)cc1 (stereo not drawn)
→ 17, 2
> Cc1cc(NC(=O)CSCCc2ccncc2)no1
→ 10, 3
> COc1cc(NC(=O)Nc2cccc(Cl)c2)c(OC)cc1NC(=O)CN1CCCCC1
→ 10, 0
> CCn1c(SCC(=O)N2CCOCC2)nc2c(c1=O)SC(C)C2 (stereo not drawn)
→ 5, 0
> C[N+](C)(C)CCNC(=O)c1c(O)c2c([nH]c1=O)CCCC2
→ -4, -2
> Cc1cccc(C)c1NC(=O)Nc1cccs1
→ -19, -5
> Cc1cccc(C)c1OCC(O)Cn1ccnc1C (stereo not drawn)
→ 3, 2
> COc1ccc(OC)c(CNC(=O)C2CCN(C(=O)N(C)C)CC2)c1
→ 6, 1
> CC(C)(C)OC(=O)N1CCC(c2c(C(=O)O)cnn2-c2ccccc2)CC1
→ 12, 1
> O=C(NCCCN1CCOCC1)c1ccc(CNS(=O)(=O)c2ccc(F)cc2)cc1
→ 11, 3
> Cc1ccc(CNC(=O)c2ccc(NS(=O)(=O)c3c(C)noc3C)cc2)cc1
→ -13, -8
> Cn1c(C(=O)NCCCN2CCCCCC2)cc2c(=O)n(C)c3ccccc3c21
→ -11, -2
> CCOc1cc(C2c3c(n[nH]c3C)C(=O)N2c2ccc(Br)cc2)ccc1O (stereo not drawn)
→ 1, -1
> CCC1CCCCN1C1Sc2ccc(C(=O)OC)cc2NC1=O (stereo not drawn)
→ 24, 1
> COc1ccc(S(=O)(=O)Cc2ccc(C(=O)NCc3ccco3)o2)cc1
→ 14, 4
> Cc1ccc(SCC(=O)NCCN2C(=O)CSC2=O)c(C)c1
→ 10, 2
> COc1cc(C(=O)N2CCN(C(=O)CC(C)C)CC2)cc(OC)c1OC
→ -8, -5
> COC(=O)CNC(=O)CCCCC(=O)NCC(=O)OC
→ 20, 0
> Cc1cc2c(cc1C)-c1nnnn1C(C)(C)C2
→ 13, 5
> Cc1cc(C)c2nc(N3CCCC(C(=O)N4CCC(C(N)=O)CC4)C3)sc2c1 (stereo not drawn)
→ -16, -4
> CCCCC(CC)CNC(=O)CCS(=O)(=O)c1cccc2nsnc12 (stereo not drawn)
→ 12, 2
> CC1CCN(Cc2ccc(NC(=O)CC3Oc4ccccc4NC3=O)cc2)CC1 (stereo not drawn)
→ 30, 3
> CCOCC(=O)Nc1c(C(=O)OCC)oc2ccccc12
→ -19, -8
> CCOc1ccc(C(=O)N(CN2CCCC2=O)c2ccccc2)cc1
→ -17, 0
> CCN(CC)c1nc2cc(OC)ccc2cc1C#N
→ -13, -2
> COc1ccccc1C(=O)NCC(c1cccnc1)N(C)C (stereo not drawn)
→ -4, 0
> COc1ccc2cc(C#N)c(NC(C)C)nc2c1
→ 0, -1
> COc1ccc(/C=N/n2c(=O)[nH]c3c([nH]c4ccc(C)cc43)c2=O)cc1CN1CCOCC1
→ 13, 0
> O=C(CSc1ncn[nH]1)NC1CC2CCC1C2 (stereo not drawn)
→ 4, 1
> N#Cc1cc2sc3nnc(-c4ccncc4)n3c2cc1C#N
→ 44, -2
> Cc1ccc(-c2nc(C(=O)NC3CCCCCC3)no2)cc1
→ 29, 18
> O=C(Nc1cccnc1)C(Cc1ccccc1)n1cccc1 (stereo not drawn)
→ 1, -2
> COc1ccc(CCNC(=O)C2CCN(Cc3nc(-c4ccccc4F)oc3C)CC2)cc1OC
→ -24, -3
> O=C(COc1ccccc1)NCCn1ccc2ccccc21
→ 1, -1
> Cc1cc(Cl)ccc1OCCCC(=O)N1CCOCC1
→ 5, 0
> O=C(NCc1cccs1)C1CCN(S(=O)(=O)N2CCCC2)CC1
→ -3, -4
> CCN1CCN(C(c2cccs2)C(C)NC(=O)c2ccccc2)CC1 (stereo not drawn)
→ -35, -1
> CC(C)(O)C#Cc1ccc(C(=O)N2CCN(C(=O)c3ccco3)CC2)cc1
→ -2, 1
> CCS(=O)(=O)N1CCCC(C(=O)N2CCc3ccccc3C2)C1 (stereo not drawn)
→ -36, -1
> COCCSc1ccccc1C(=O)Nc1nncs1
→ -19, -1
> CCOC(=O)c1c(-c2cccs2)csc1NC(=O)CCCC(=O)O
→ 11, 6
> COc1ccc(CNC(=O)c2c(O)c3cccc4c3n(c2=O)CCC4)cc1OC
→ 23, 15
> Cc1ccc(C2CC(c3ccco3)n3nc(N)nc3N2)cc1 (stereo not drawn)
→ 0, 0
> CCN(CC)Cc1csc(C(N)=O)c1
→ 4, 1
> O=C(Nc1ccccc1)N(CCN1CCOCC1)Cc1ccccc1F
→ -2, -1
> O=S(=O)(NCCc1ccncc1)c1cc(Br)ccc1F
→ -34, -1
> O=S(=O)(c1ccccc1)N1CCN(S(=O)(=O)c2ccccc2)C1
→ 2, 0
> COC(=O)c1nc2n(n1)C(c1ccc(OC)c(OC)c1)C(C(=O)OC1CCCCC1)=C(C)N2 (stereo not drawn)
→ 19, 0
> Cc1ccnc(NC(=O)CCCOc2cc(=O)n(C)c3ccccc23)c1
→ -13, -5
> CCOCCCNC(=O)CC1Oc2ccc(C)cc2NC1=O (stereo not drawn)
→ 7, 1
> O=C(Cn1c(=O)n(CCCC(=O)NC2CCCC2)c(=O)c2ccccc21)NCCC1=CCCCC1
→ -12, -2
> Cn1nc(-c2ccc(Cl)cc2)c2cc(C(=O)NCC3CCCO3)sc21 (stereo not drawn)
→ -14, -5
> CC1(C(=O)NC2CCCCCCC2)CCC(=O)N1Cc1ccco1 (stereo not drawn)
→ 9, 0

Complete entries, looked up by structure. Screens in order: S aureus QS inh GFP MFI %, S aureus QS inh
`Cn1nc(-c2ccc(Cl)cc2)c2cc(C(=O)NCC3CCCO3)sc21` (stereo not drawn) as listed: -14, -5
`Cc1cc(Cl)ccc1OCCCC(=O)N1CCOCC1` as listed: 5, 0
`COC(=O)c1nc2n(n1)C(c1ccc(OC)c(OC)c1)C(C(=O)OC1CCCCC1)=C(C)N2` (stereo not drawn) as listed: 19, 0
`O=C(Nc1ccccc1)N(CCN1CCOCC1)Cc1ccccc1F` as listed: -2, -1

Further records follow:
Value order – S aureus QS inh GFP MFI %, S aureus QS inh
> O=C(CCCCn1c(=O)c2ccccc2n(CC(=O)Nc2ccccc2)c1=O)NCc1ccco1
→ -21, -7
> FC(F)(F)c1nnc2sc(-c3cccs3)nn12
→ -23, 1
> CC(=O)Oc1cc2c(C(=O)NCCCN3CCOCC3)c(C)oc2c2ccccc12
→ -31, -6
> CCc1cccc(Nc2cc(C)nc3ncnn23)c1
→ -3, 0
> CC(C)C(=O)N1CCN(c2ccccc2N)CC1
→ 18, 0
> CN(C)S(=O)(=O)c1ccc2c(c1)C(CC(=O)O)OC2=O (stereo not drawn)
→ 2, -1
> CC(C)(O)c1cn(-c2nonc2N)nn1
→ -11, -4
> COc1cc(NC(=O)c2ccc(NS(=O)(=O)c3c(C)noc3C)cc2)cc(OC)c1
→ 1, -2
> CCOc1ccccc1NC(=O)c1cc(S(=O)(=O)N2CCC3(CC2)OCCO3)ccc1F
→ 30, 2
> Cn1c(=O)oc2cc(S(=O)(=O)Nc3ccc(Cl)cc3F)ccc21
→ -8, 0
> O=c1[nH]c2cc3c(cc2cc1C(c1nnnn1Cc1ccccc1)N1CCCc2ccccc21)OCO3 (stereo not drawn)
→ -9, -2
> Cc1ccc2[nH]c3c(c2c1)CN(C(=O)CN1CCN(c2cccc(C)c2C)CC1)CC3
→ 2, 0
> CC1CCCc2sc3nc(NCc4ccco4)n4ncnc4c3c21 (stereo not drawn)
→ 2, 0
> Cc1cccc(C)c1NC(=O)C1(N(Cc2ccco2)C(=O)CC2NC(=O)NC2=O)CCCCC1 (stereo not drawn)
→ -3, -1
> CCC(=O)N1C(=O)CCN(C(C)=O)c2ccccc21
→ -3, -5
> CC(C(=O)N1CC2(C)CC1CC(C)(C)C2)N1C(=O)c2ccccc2C1=O (stereo not drawn)
→ -5, -4
> c1cncc(-c2nnc(SCCSc3nnc(-c4cccnc4)o3)o2)c1
→ -19, 0
> CCCC(=O)N(c1ccc(OC)cc1)C1C=CS(=O)(=O)C1 (stereo not drawn)
→ -11, -2
> CCCCNC(=O)C1CC(=O)N(CCC(C)C)C1 (stereo not drawn)
→ 2, -4
> CCN1C(=O)CSc2ccc(C(=O)NCc3ccco3)cc21
→ -36, -15

2 of these compounds in a different format:
SMILES: O=c1[nH]c2cc3c(cc2cc1C(c1nnnn1Cc1ccccc1)N1CCCc2ccccc21)OCO3 (stereo not drawn)
  S aureus QS inh GFP MFI %: -9
  S aureus QS inh: -2

SMILES: Cc1ccc2[nH]c3c(c2c1)CN(C(=O)CN1CCN(c2cccc(C)c2C)CC1)CC3
  S aureus QS inh GFP MFI %: 2
  S aureus QS inh: 0

Other structures:
Value order – S aureus QS inh GFP MFI %, S aureus QS inh
> CC1CCCCN1S(=O)(=O)c1ccc(C(=O)Nc2nnc(-c3cccs3)o2)cc1 (stereo not drawn)
→ 62*, 66*
> COC(=O)C1C(=O)C2=C(CC1C)NC(=O)CC2c1cccc(C)c1 (stereo not drawn)
→ -2, -2
> COc1cccc(-c2nc(CS(=O)CC(=O)NC3CCCC3)c(C)o2)c1 (stereo not drawn)
→ 11, 2
> O=C(NC1(C(F)(F)F)C(=O)Nc2c1c(=O)[nH]c(=O)n2Cc1ccco1)C1CCCCC1 (stereo not drawn)
→ -21, -8
> CC(CP(=O)(O)O)NC(=O)Cc1ccccc1 (stereo not drawn)
→ -15, -8
> COc1cccc(OCC(=O)Nc2ccccc2NC(C)=O)c1
→ -18, -4
> COc1ccccc1CNC(=O)CCNC(=O)Cn1ccc2ccccc2c1=O
→ 4, 0
> NCc1cccc(-n2cccn2)c1
→ -2, -2
> COCCN1Cc2cccc(C(=O)NCc3ccccc3OC)c2C1=O
→ -12, -4
> Cc1cccn2c(=O)c3cc(C(=O)N(C)C)n(C)c3nc12
→ -22, -10
> O=C(NCc1cccs1)Nc1cccs1
→ -19, -4
> CCOC(=O)N1CCN(C(=O)C2CCN(S(=O)(=O)N3CCCC3)CC2)CC1
→ 12, -5
> O=C(Nc1ccc2c(c1)nc1n2CCN(Cc2ccccc2)C1)c1cccs1
→ 5, 0
> CCOC(=O)c1c(C)c(-c2ccccc2)n(CC(=O)N2CCCC2)c1C
→ 13, 4
> O=C(O)Cn1cccc1C(=O)c1ccccc1
→ 22, 11
> CCOc1ccc(CCNc2nc3c(c(=O)n(C)c(=O)n3C)n2CC)cc1OCC
→ 10, -1

The list is partial (hit frequency here may not be typical).
